Assay outcomes from PubChem.
Pol kappa inh: blocks human DNA polymerase kappa activity; purified Pol kappa, fluorescent DNA synthesis assay, 10 min; Potency, µM (series often up to 107 µM), inactives show at the top dose activity, negative = inhibition, usual class: inhibitors; 400,000 tested, 0.53% active; Q9UBT6; note: % is set by controls: 0 for no effect and ±100 for the full control effect
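Pol kappa 10 nM + cpd, 15 min RT; start w/ substrate 50 nM final; fluorescence kinetic read, 0 and 10 min. Neg ctrl: buffer, no enzyme.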
POLB inh: DNA polymerase beta (human) inhibition; Potency, µM (series often up to 114 µM), inactives show at the highest dose activity change, negative = inhibition, actives largely listed as inhibitors; P06746; 340,000 tested, 1.3% active; AID 485314; Pol beta primer extension/strand displacement, fluorescence kinetic; note: % is set by controls: 0 for no effect and ±100 for the full control effect
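10 nM enzyme + cpd, 15 min RT; start with substrate 50 nM final; read 0 min and after 10 min RT. Corrected, normalized data; 4-parameter Hill curve fit.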
JMJD2A Tudor inh: blocks the human JMJD2A Tudor domain | AlphaScreen JMJD2A-Tudor / H3K4me3 peptide binding | Potency, µM (titrated, usually from 114 µM), without a hit: at the highest dose activity change, negative = inhibition, most hits filed as inhibitors | 390,000 tested, 4.4% active; note: % is set by controls: 0 for no effect and ±100 for the full control effect; nearly all actives have a fitted effect of over 50% in size
BAZ2B block: inhibitors of human BAZ2B bromodomain; Q9UIF8; AlphaScreen BAZ2B-H3K14Ac peptide displacement; Potency, µM (titrated, usually from 114 µM), without a hit: top-dose activity change, negative = inhibition, hits mostly inhibitors; 360,000 tested, 4.4% active; note: % is set by controls: 0 for no effect and ±100 for the full control effect; nearly all actives have a fitted effect of over 60% in size
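Inhibition is scored as reduced AlphaScreen emission. The BAZ2B/b-H3(5-23)K14Ac complex (50 nM each) in PBS pH 7.4, 0.01% Tween-20 meets compound (up to 110 uM) for 30 min at RT before bead addition.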
BLM helicase inh: blocks DNA unwinding by human BLM helicase; 350,000 tested, 0.2% active; Potency, µM (doses to about 56.1 µM), for inactives: top-dose activity change, negative = inhibition, usual class: inhibitors; recombinant BLM DNA unwinding, fluorescence dequenching;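 note: plate controls were vehicle for no effect and no enzyme for full effect; nearly all actives have a fitted effect of over 35% in size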
APEX1 inh: APE1 (human) endonuclease inhibition; recombinant APE1, TAMRA/BHQ-2 abasic DNA cleavage fluorescence; Potency, µM (highest dose often 65.8 µM), for the others: top-dose activity change, negative = inhibition, hits mostly inhibitors; 350,000 tested, 0.35% active;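 note: plate controls were vehicle for no effect and reference inhibitor for full effect; nearly all actives have a fitted effect of over 55% in size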
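Endonuclease cleavage of a quenched abasic-site DNA duplex (50 nM) by APE1 (0.75 nM) was tracked by TAMRA dequenching. Compounds were preincubated with enzyme 15 min at room temperature; data normalized to buffer-only and DMSO wells plus NSC13755 control.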
POLH inh: inhibitors of human DNA polymerase eta. Q9Y253. recombinant Pol eta, fluorescent DNA replication assay. Potency, µM (series often up to 114 µM), without a hit: at the highest dose activity change, negative = inhibition, usual class: inhibitors. 390,000 tested, 1.2% active. AID 588591; note: % is set by controls: 0 for no effect and ±100 for the full control effect
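Fluorescent replication assay: 50 nM final substrate added after a 15 min room-temperature compound preincubation with 10 nM enzyme. Signal taken at 0 min and again at 10 min.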
Pol iota inh: DNA polymerase iota (human) inhibition | Q9UNA4 | Pol iota fluorescent replication assay, 10 min | Potency, µM (series often up to 115 µM), inactives show at the top dose activity, negative = inhibition, hits mostly inhibitors | 390,000 tested, 1% active | AID 588590
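Fluorescent replication assay read twice, at 0 min and 10 min after adding 50 nM (final) substrate. Enzyme (10 nM) and compounds were first incubated 15 min at room temperature; enzyme-free buffer wells were negative controls.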
G9a block: G9a (human) methyltransferase inhibition; Q96KQ7; G9a H3K9 monomethylation, AlphaScreen, 2 h; Potency, µM (series often up to 102 µM), for inactives: top-dose activity, negative = inhibition, usual class: inhibitors; 350,000 tested, 8.8% active; note: % is set by controls: 0 for no effect and ±100 for the full control effect; nearly all actives have a fitted effect of over 75% in size
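Chemiluminescent proximity detection of H3K9 monomethylation, read after 10 min bead incubation in the dark. Reaction: 20 nM G9a, 500 nM biotin-H3K9 peptide, 20 uM SAM cofactor, 2 h, room temperature, following 15 min enzyme-compound preincubation.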
The depositor's hits bear a star; ? = inconclusive; nt = not tested or not shown; & = joins results of further samples; [ ] = dose if it differs, or a comment. Calls come from the whole dose curve; as a rule, active = well fitted curve in the direction sought with a large enough effect; inconclusive = small, poorly fitted or top-dose-only effect, or another doubt; inactive = no such curve, though single readings can be large; an effect the other way counts as inactive or inconclusive. Potency is the fitted concentration of half-maximal effect.

SMILES	Pol kappa inh	POLB inh	JMJD2A Tudor inh	BAZ2B block	BLM helicase inh	APEX1 inh	POLH inh	Pol iota inh	G9a block
CN(C(=O)COC(=O)C1CCN(S(=O)(=O)c2cccs2)CC1)c1ccccc1	-9%	-1%	-4%	16%	0%	?	-2%	-10%	-34%
O=C1CC(c2cccc(F)c2)c2c(c3ccccc3[nH]c2=O)O1 (configuration not stated)	-16%	-14%	-1%	7%	15%	-4%	-13%	75%[activator]	?
OC(CNCc1ccccc1Cl)C(F)(F)F (configuration not stated)	-5%	30%	-6%	-14%	-4%	11%	-22%	17%	1%
COc1cccc(CNS(=O)(=O)c2c(C)nc3scc(C)n3c2=O)c1	4%&11%	0%&20%	-6%&11%	1%&-1%	-1%&0%	7%	-8%&-6%	21%&7%	-2%[59 µM]
O=C(CCNC(=O)N1CCn2c1nc1ccccc12)NCc1ccc(F)cc1	-13%	-24%	-7%	-6%[57.1 µM]	3%	37%	-13%	51%[activator]	6%
CN(C)C(=O)c1ccccc1Sc1cc(Cl)ccc1Cl	-21%	20%	-8%	-2%	4%	-4%	-5%	11%	-3%[59 µM]
CCc1ccc(NC(=O)C(C)OC(=O)C2CCN(c3ccc(C(F)(F)F)cn3)CC2)cc1 (configuration not stated)	-1%	nt	5%	3%	nt	-4%	-17%	19%	7%
CN(Cc1cnn(C)c1)Cc1nc(C(c2ccccc2)c2ccccc2)no1	6%[60.1 µM]	36%	-24%	-5%	-5%	9%	-14%	3%	nt
O=C(CCCc1c[nH]c2ccccc12)Nc1ncccc1O	-12%	-11%	-28%	56µM*	-1%	-7%	-2%	17%	6%
FC(F)(F)c1cnc(NNC(=S)Nc2ccc(Cl)cc2)c(Cl)c1	-13%	?	-31%	-7%	2%	7%	-23%	-6%	-13%[59 µM]
CCN(CCCNC(=O)c1nn(-c2ccc(OC)cc2)c(=O)c2c1c1ccccc1n2C)c1cccc(C)c1	3%	1%	-19%	nt	0%	nt	nt	20%	-2%[59 µM]
COc1ccc(N2CCN(C(CNS(=O)(=O)c3ccccc3)c3ccccc3)CC2)cc1 (configuration not stated)	-10%	3%	16µM*	25µM*	-9%	7%	-25%	42%[activator]	14µM*
O=S(=O)(N/N=C/c1ccc2c(c1)OCCO2)c1ccccc1	4%	9%	-9%	9%	4%	5%	-11%	-15%[58.9 µM]	-41%
CCOC(Cn1c(CCCO)nc2ccccc21)OCC	-16%	-19%	-11%	1%	0%	7%	-2%	4%	-12%
CCN=c1scc(C)n1/N=C/c1cc(Br)c(O)c(OC)c1	-10%	30%	79µM*	13µM*	-8%	-3%	-9%	12%	10µM*
CC(C)CC1NC(=O)N(CC(=O)c2ccc3c(c2)OCCO3)C1=O (configuration not stated)	0%	2%	-11%	4%	-1%	-2%	-2%	1%	-4%[12.7 µM]
CC1CCc2nc(NC(=O)c3ccc(S(=O)(=O)N4CCCc5ccccc54)cc3)sc2C1 (configuration not stated)	-5%	-1%	-6%	-2%	2%	-3%	-3%	-7%	8%
CCc1nc2sc3c(c2c(=O)n1N)CC(C)(C)OC3	-16%	0%	-19%	-6%	3%	1%	-3%	1%	2%[59 µM]
Cc1cccc(NC(=O)CCc2c(C)nc3ncnn3c2C)n1	-13%	-2%	-18%[57.1 µM]	5%	0%	29%	-8%	49%[activator]	-2%[59 µM]
CC(C)Cn1c(-c2ccccc2F)n[nH]c1=S	-10%	5%	4µM*	16%	2%	-3%	-17%	26%	1.4µM*
O=S1(=O)CCN(Cc2csc(-c3cccs3)n2)CC1	-1%	-5%	-1%	1%	-7%	-7%	-22%	15%	nt
Cc1cccc(-c2nc3c4ccccc4nc(N4CCN(c5ccccc5F)CC4)n3n2)c1	-9%	-1%	-7%	2%	-1%	nt	-13%	26%	?
O=c1c([N+](=O)[O-])c(N2CCCCCC2)c2ccccc2n1-c1ccccc1	-3%	7%	-3%	5%	-1%	1%	-1%	1%	14%[59 µM]
CCn1c(C)c(C)c2cc(C(=O)NCCN3CCOCC3)ccc21	-1%	27%	-34%	-36%[57.1 µM]	3%	1%	-4%	-11%	?
CCCCN(C(=O)CN1C(=O)C2CC=CCC2C1=O)c1c(N)n(CCC)c(=O)[nH]c1=O (configuration not stated)	-15%	0%	14%	-6%	3%	8%	-5%	29%	?
Cc1cc(C)n2nc(SCC(=O)c3ccc[nH]3)nc2n1	-14%	12%	0%	5%	-10%	-2%	?	?	?
CCn1nnc(NC(=O)COc2ccc([N+](=O)[O-])cc2)n1	-3%	37%	-3%	-1%	0%	19%	-8%	46%[activator]	nt
Cc1cc(F)ccc1S(=O)(=O)N1CCCOC1CNC(=O)C(=O)NCc1ccc2c(c1)OCO2 (configuration not stated)	-16%	13%	-21%	-8%	-4%	26%	-23%	13%	-7%
N#C/C(=C\c1ccccc1[N+](=O)[O-])C(=O)Nc1ccc(S(N)(=O)=O)cc1	-10%	0%	-10%	-38%	-6%	-3%	3%	12%	6%[12.7 µM]
CCN(CC)C(=O)Cn1cc(S(=O)(=O)CC(=O)N2CCCCCC2)c2ccccc21	0%	0%	-10%	nt	-3%	-3%	0%	-6%	?
COc1ccc(NS(=O)(=O)c2ccc(OC)c(NC(=O)CCC3CCCC3)c2)cc1	-21%	9%	-29%	11%	-8%	3%	-18%	-6%	-3%[59 µM]
CCOc1cccc2c1OC1(C)CC2NC(=O)N1c1cccc(F)c1 (configuration not stated)	-6%	19%	-14%	-5%	-4%	0%	-14%	7%	0%[59 µM]
COc1ccccc1N1CCN(C(C)C(=O)Nc2ccc(S(=O)(=O)N3CCOCC3)cc2)CC1 (configuration not stated)	0%	?	-19%	-17%	3%	2%	-18%	114%[activator]	0%
O=C(O)c1cc(NC(=O)c2ccc(Br)cc2)cc(NC(=O)c2ccc(Br)cc2)c1	-28%	?	-20%	-34%	-15%	8%	?	13%	-22%
CCc1cc2c(=O)c(-c3cnn(-c4ccccc4)c3)c(C(F)(F)F)oc2c(CN(C)C)c1O	-2%	-5%	-7%	?	-2%	2%	-23%	23%	5%[59 µM]
O=[N+]([O-])c1ccc(-c2nc(=S)c3c(o2)CCCC3)cc1	-12%	49%	-30%	?	4%	17%	-15%	-2%	?
O=C(Nc1ccccc1C(=O)NCc1cccnc1)c1ccccc1F	19%	-3%	6%	2%	1%	0%	-13%	85%[activator]	nt
O=C(CSc1nnc(-c2cccnc2)n1CCc1ccccc1)NCc1ccccc1	-4%	2%	3%	-4%	4%	1%	-9%	12%	17%[59 µM]
Cn1nnnc1SCc1ccc(C(=O)Nc2nccs2)cc1	-3%	-1%	-5%	-9%	-2%	-4%	-16%	-1%	-28%[59 µM]
Cc1cc(=O)oc2cc(NC(=O)C(CCCN=C(N)N)NC(=O)OCc3ccccc3)ccc12 (configuration not stated)	4%	0%	-22%	-2%	-2%	-2%	-25%	-22%	?
Cc1ccc(S(=O)(=O)NC(C(=O)OCC(=O)NC(=O)c2cccn2C)C(C)C)cc1 (configuration not stated)	-15%	-1%	-29%	-11%	-4%	-2%	1%	12%	?
Cc1cccc(Cn2cc(/C=C/[N+](=O)[O-])c3ccccc32)c1	-1%	12%	-27%	-2%	-10%	-7%	-19%	-10%	-10%[59 µM]
CCC(Oc1ccccc1OC)C(=O)Nc1ccc2c(c1)OCO2 (configuration not stated)	7%	-5%	-22%	-19%	-9%	74%	-11%	60%[activator]	18%
Cc1cccc(C(=O)Oc2ccc(/C=N/O)cc2)c1	-7%	-10%	-1%	-5%	2%	3%	-20%	23%	10µM*
COC(=O)CCC(=O)Nc1cc(Cl)cc(Cl)c1	-1%	-2%	2%	-5%	0%	6%	4%	72%[activator]	nt
COc1ccc(CCNC(=O)COc2ccc(S(=O)(=O)N3CCOCC3)cc2)cc1OC	0%[60.1 µM]	33%	-11%	7%	3%	4%	-12%	29%	-3%[12.7 µM]
COc1ccc(-c2nn(-c3ccccc3)cc2/C=N/Nc2ccc3ccccc3n2)cc1OC	-2%	6%	?	?	-9%	-6%	-9%	22%	?
O=[N+]([O-])c1cc(-c2nc(-c3ccccc3)no2)ccc1NCCc1ccccc1	-12%	-25%	-14%	-25%	-2%	nt	-18%	21%	?
CCOc1ccc(C)cc1S(=O)(=O)n1cnc2ccccc21	-3%	-8%	8%	-17%	-10%	29%	-6%	18%	36%[59 µM]
CCCCc1nc2ccccc2n1Cc1nnc2n1-c1ccccc1SC2	5%	2%	6%	-1%	1%	1%	-11%	-7%	8%
Cc1ccccc1NC(=O)N1CCN(C/C=C/c2ccccc2)CC1	-3%	5%	-8%	-18%	-4%	6%	0%	18%	10%
CC(=O)N/C(=N\c1nc(C)cc(C)n1)Nc1ccc2ccccc2c1	2%	30%	-3%	-22%	2%	47%	-14%	140%[activator]	79µM*
Nc1nnc(Cc2ccc(Cl)c(Cl)c2)s1	-7%	?	-14%	8%	-5%	-5%	-4%	7%	-5%[59 µM]
CCN1/C(=C/c2sc(-c3ccccc3C)c[n+]2C)Sc2ccccc21	-25%	?	?	-22%	56%[activator]	1%	-19%	101%[activator]	11µM*

This is a subset; count on the stated rates, not on these rows.
